D1 antag = human D1 dopamine receptor antagonism | HEK293 TREx D1 cells, calcium flux, dopamine EC80; stronger effect = lower value | activity change, negative = inhibition, % at 10 µM | hit rate 3.2% among 360,000 | AID 504652; in the data active = activity change below about -30%; note: % is set by controls: 0 for no effect and ±100 for the full control effect
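Allosteric or orthosteric antagonism assessed as attenuation of the calcium response to EC80 dopamine, added 180 s after compound, in induced HEK293 Trex D1 cells loaded with no-wash calcium dye.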
TRHR ag = TRH receptor (human) agonism; P34981; TRHR cells, calcium flux fluo-8, FDSS agonist mode; activation, % at 2 µM; hit rate 0.18% among 360,000; AID 493084; note: 0% is about no effect
Target sequence (P34981 whole entry, looked up): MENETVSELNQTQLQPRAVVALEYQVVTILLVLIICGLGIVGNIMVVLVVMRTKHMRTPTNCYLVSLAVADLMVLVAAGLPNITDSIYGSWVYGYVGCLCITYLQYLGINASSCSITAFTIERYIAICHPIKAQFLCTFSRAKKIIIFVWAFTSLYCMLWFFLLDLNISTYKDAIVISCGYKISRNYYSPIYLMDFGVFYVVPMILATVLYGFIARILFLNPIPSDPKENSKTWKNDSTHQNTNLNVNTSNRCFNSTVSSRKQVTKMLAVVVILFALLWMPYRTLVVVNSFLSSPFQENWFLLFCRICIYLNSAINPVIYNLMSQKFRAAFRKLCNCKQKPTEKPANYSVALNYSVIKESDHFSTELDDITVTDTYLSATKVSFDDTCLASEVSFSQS
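Fluo-8-loaded TRHR cells; 10 s baseline, compound added, kinetic Ca2+ fluorescence read 1/s, agonist mode.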
D1 potentiator = enhances dopamine response at the human D1 receptor; HEK293 TREx D1 cells, calcium flux, dopamine EC20 potentiation; potentiation, % at 10 µM; hit rate 0.036% among 360,000; AID 504651; in the data active = potentiation above about 30%; note: 0% is about no effect
D2 potentiator = D2 dopamine receptor (human) potentiation | P14416 | hit rate 0.34% among 340,000 | HEK293 T-REx D2, calcium flux, EC20 dopamine potentiation | potentiation, % at 10 µM | AID 485347;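 active = potentiation over 3 SD above the plate norm, cut at about 30% in these data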; note: 0% is about no effect
Target sequence (P14416 whole entry, looked up): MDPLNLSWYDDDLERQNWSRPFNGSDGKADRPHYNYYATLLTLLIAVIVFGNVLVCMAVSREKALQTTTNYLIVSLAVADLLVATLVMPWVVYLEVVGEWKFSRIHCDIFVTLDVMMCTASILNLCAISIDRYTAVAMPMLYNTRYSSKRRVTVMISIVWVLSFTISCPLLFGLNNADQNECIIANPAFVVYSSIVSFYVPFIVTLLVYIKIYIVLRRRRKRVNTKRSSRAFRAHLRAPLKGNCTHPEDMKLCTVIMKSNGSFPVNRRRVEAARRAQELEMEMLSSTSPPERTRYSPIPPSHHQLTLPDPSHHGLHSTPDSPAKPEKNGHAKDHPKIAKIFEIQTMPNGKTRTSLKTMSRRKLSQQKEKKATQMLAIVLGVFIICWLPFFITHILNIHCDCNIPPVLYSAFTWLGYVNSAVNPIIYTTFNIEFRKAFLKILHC
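Cells plated with tetracycline inducer and held overnight at 30 C; calcium dye loaded 30–90 min at room temperature; baseline taken, compound added and read 180 s; EC20 dopamine then added and read 180 s.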
D2 antag = antagonists of human D2 dopamine receptor; AID 485344; hit rate 2% among 340,000; HEK293 TREx D2 cells, calcium flux, dopamine EC80; inhibition, % at 10 µM; P14416; in the data active = inhibition above about 30%; note: 0% is about no effect
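Overnight-induced (tetracycline, 30 C) HEK293 T-REx cells carrying force-coupled D2 receive a no-wash calcium dye, then compound, then EC80 dopamine at 180 s; signals are read kinetically throughout.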
D1 agonist = human D1 receptor agonism; P21728; HEK293 T-REx D1 cells, calcium flux, agonist mode; activation, % at 2 µM; hit rate 1% among 360,000; AID 504660; note: 0% is about no effect
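Tetracycline-induced HEK293 TREx D1 cells, force-coupled to calcium signalling, were dye-loaded with a no-wash calcium kit. Compound was pin-added after a 10 s baseline. Fluorescence was read kinetically at 1 cycle/s for 180 s, with calcium rises flagged as agonism.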
RXFP1 antagonist = antagonists of human relaxin receptor RXFP1. Q9HBX9. HEK293-RXFP1, relaxin-stimulated cAMP HTRF, 30 min; stronger effect = lower value. activity change, negative = inhibition, % at 57.5 µM. hit rate 0.59% among 350,000;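 active = activity change of -60% or lower, but not beyond a set lower limit; inconclusive = change between -60% and -40%, or beyond the set limit; inactive = change above -40%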; note: % is set by controls: 0 for no effect and ±100 for the full control effect
TRHR PAM = TRH receptor (human) allosteric enhancement; enhancement, % at 2 µM; AID 493056; TRHR cells, fluo-8 calcium fluorescence, EC20 TRH enhancement; hit rate 0.66% among 360,000; in the data active = enhancement above about 30%; note: 0% is about no effect
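TRHR-expressing cells loaded with fluo-8 calcium dye were read kinetically (ex 480/em 530) during compound addition, then stimulated with an EC20 of TRH (10 nM final). Enhancement of the Gq-mediated intracellular calcium response was scored.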
D2 agonist = activates the human D2 dopamine receptor; P14416; HEK293 T-REx D2 cells, calcium flux agonist mode; activation, % at 2 µM; hit rate 0.53% among 340,000; AID 485358;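 active = activation over 3 SD above normal in the single-dose calcium agonist read, cut at about 30% in these data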; note: 0% is about no effect
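Calcium-flux readout, 1 cycle/sec over 180 s following compound pin transfer, in inducible HEK293 Trex D2 cells (force-coupled); dopamine controls included. Positive calcium responses during this window marked compounds as potential agonists.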
* hit, by the source's call; ? = inconclusive; nt = no result given; & = joins results of further samples. Cut-off read from the data, not from the text of the source, unless noted: active = activation above about 30%; inactive = the rest.

Sequence of screens: D1 antag, TRHR ag, D1 potentiator, D2 potentiator, D2 antag, D1 agonist, RXFP1 antagonist, TRHR PAM, D2 agonist
O=c1[nH]c(=O)n(-c2ccccc2)c(O)c1/C=C1/C(c2ccccc2)=Nc2ccccc21
    4, 1.6, -4, -2, -1, 2, -21, -2, 0.8
OC(c1ccccc1)(c1ccccc1)c1ccncc1
    -2, -1.3, -4, 0, -7, 3, -10, -4, -0.7
COC(=O)C1=C(c2ccc(F)cc2OCc2ccccc2)C[C@@H]2CC[C@H]1N2C(=O)N1CCCC1
    -5, -0.5, -3, 0, 7, 2, nt, -11, 0.4
CCOC(=O)c1c(C)n(Cc2ccccc2)c2ccc(OCC(O)Cn3nc(C)cc3C)cc12 (configuration not stated)
    6, 0.0, -4, 4, -10, 8, -1, 1, 3.1
CCOC(=O)C(O)(c1ccc(N(C)C(=O)c2ccc(Cl)c(Cl)c2)cc1)C(F)(F)F (configuration not stated)
    -27, 0.6, -6, 16, 3, 4, -13, -4, -0.5
COc1cc(OC)cc(C(=O)NC(=S)N2C[C@H]3C[C@H](C2)c2cccc(=O)n2C3)c1
    -1, 0.3, 3, 3, -17, 1, nt, -1, -1.0
Cc1nc2c(C(=O)N3CCC4(CC3)OCCO4)cnn2c(C)c1Cc1cccc(Cl)c1
    4, 0.2, -4, -7, -1, 7, -2, -1, 0.2
ClC(Cl)=C(c1ccc(Cl)cc1)c1ccc(Cl)cc1
    5, 1.0, -2, -6, 7, 1, nt, -5, 1.7
CC(C)C1(C)N=C(c2nc3ccccc3cc2C(=O)O)NC1=O (configuration not stated)
    2, 0.2, -7, -4, 7, 0, 2, 3, 0.1
CNC(=S)N1CC2CC(C1)c1cccc(=O)n1C2 (configuration not stated)
    7, -1.4, 7, -4, 10, 2, 26, 2, 1.0
COc1ccc(C(=O)O/N=C(/C(N)=O)P(=O)(OC(C)C)OC(C)C)cc1
    -27, 0.4, -1, -3, 3, -1, ?, 9, 1.4
CCOc1ccc(-c2c(C)n(-c3ccc(OCC)cc3)c3[n+]2CCCCC3)cc1
    0, -0.6, -10, -6, 9, 3, ?, -7, 1.2
CCOC(=O)C1C(=O)NC23CCCC2C1c1ccccc1O3 (configuration not stated)
    -12, -0.2, -6, -2, 3, 1, 2, 0, -0.9
CSc1ccc(CN2CCN(C(=O)COc3ccc(C)cc3)CC2)cc1
    0&-25, -0.3&0.5, -8&-3, -6&-19, 6, 5&4, -12&-11, 4&-5, -0.3&-1.2
O=[N+]([O-])c1ccc(NC2CCN(Cc3ccccc3)CC2)c2ccncc12
    5, 0.1, 0, -8, -14, 1, -8, 3, 0.6
c1ccc2c(c1)[nH]c1cnccc12
    17, -0.4, -2, -4, -13, 0, nt, -4, -1.9
C=CCn1c(O)c(C(CC)=NCc2cc(OC)cc(OC)c2)c(=O)[nH]c1=O
    -6, -1.1, 1, 0, 27, 1, 2, -3, -1.0
CCOc1ccc2nc(NC(=O)c3cccn(Cc4ccc(Cl)cc4)c3=O)sc2c1
    -13, 0.5, -4, 14, nt, 1, nt, 0, nt
O=C1NC(=O)N(Cc2ccco2)C(=O)/C1=C/c1ccc(-c2cccc([N+](=O)[O-])c2)o1
    -12, 0.2, 2, 2, 2, 2, -67*, -1, -0.2
CCN1CCN(C(=O)Cc2coc3cc(C)cc(C)c23)CC1
    -1, 0.6, -3, 7, -23, -1, -4, 20, 0.0
CCCn1cc(CN2CCCC(C(=O)c3cccc(OC)c3)C2)c(C)n1 (configuration not stated)
    -12, 0.0, -3, -17, 22, 10, -9, 9, -0.2
CCCCCn1c(=O)c(C(=O)Nc2cccc(C)n2)c(O)c2ccccc21
    -6, 0.2, 6, -2, -2, 3, -21, -8, 0.4
COc1ccc(CC(=O)N(CCN(C)C)CC2CCCN(Cc3ccccc3F)C2)cc1 (configuration not stated)
    0, 1.1, 3, nt, nt, 10, 2, -2, nt
CCN1CCN(C(c2cccs2)C(C)NC(=O)Oc2ccccc2)CC1 (configuration not stated)
    10, -1.5, 5, 7, 4, 3, -1, 1, 0.0
COc1ccc(CCNC(=O)c2c(N)n(CCN3CCOCC3)c3nc4ccccc4nc23)cc1
    -28, 0.7, -9, nt, nt, 4, -11, -10, nt
C=C(C)CSc1nnc([C@@H](N)Cc2ccccc2)o1
    -12, -0.9, -2, -4, -18, 0, 13, 0, -1.0
Cc1sc2ncnc(N3CCC(C(=O)Nc4ccc(C#N)c(Cl)c4)CC3)c2c1C
    -7, -0.1, 0, 1, 2, 9, nt, 18, -0.3
O=S(=O)(c1ccccc1)N1CCCCC1c1cccnc1 (configuration not stated)
    12, -0.1, 1, 9, -1, 5, -15, -3, -0.6
OC1(c2cccnc2)CC2CCC(C1)N2Cc1nnnn1Cc1ccccc1 (configuration not stated)
    -2, 0.5, -4, -11, 10, 5, -3, -6, nt
CC1=CC(=C2C(=O)NC(=O)NC2=O)C=C(C(F)(F)F)N1C(C)C
    0, 0.2, 2, -6, 16, 3, -7, 2, 0.6

Complete entries as entered above.
Listed for CCCn1cc(CN2CCCC(C(=O)c3cccc(OC)c3)C2)c(C)n1 (configuration not stated) : D1 antag: -12; TRHR ag: 0.0; D1 potentiator: -3; D2 potentiator: -17; D2 antag: 22; D1 agonist: 10; RXFP1 antagonist: -9; TRHR PAM: 9; D2 agonist: -0.2
Listed for CCCCCn1c(=O)c(C(=O)Nc2cccc(C)n2)c(O)c2ccccc21 : D1 antag: -6; TRHR ag: 0.2; D1 potentiator: 6; D2 potentiator: -2; D2 antag: -2; D1 agonist: 3; RXFP1 antagonist: -21; TRHR PAM: -8; D2 agonist: 0.4
Listed for CCN1CCN(C(c2cccs2)C(C)NC(=O)Oc2ccccc2)CC1 (configuration not stated) : D1 antag: 10; TRHR ag: -1.5; D1 potentiator: 5; D2 potentiator: 7; D2 antag: 4; D1 agonist: 3; RXFP1 antagonist: -1; TRHR PAM: 1; D2 agonist: 0.0

The list continues.
Sequence of screens: D1 antag, TRHR ag, D1 potentiator, D2 potentiator, D2 antag, D1 agonist, RXFP1 antagonist, TRHR PAM, D2 agonist
C[n+]1c(-c2ccccc2)cc(-c2ccc(Cl)cc2)cc1-c1ccccc1
    2, 3.7, 6, 3, -12, 1, -88*, -3, -0.2
COc1ccc(-n2c(CNCCc3ccc(C)cc3)nc3ccccc3c2=O)cc1
    10, 0.1, -3, 6, 2, 0, -14, 14, 3.0
CC1(C(O)(C#CCN2CCCCC2)c2ccccc2)CCCC1 (configuration not stated)
    -2, -0.5, -12, -29, nt, 2, -17, -5, nt
COC(=O)C1=C(c2ccc(C(C)=O)cc2)C[C@@H]2CC[C@H]1N2C(=O)NCc1ccco1
    nt, 0.2, 2, -5, -15, 3, nt, 3, 0.4
CC1(O)C[C@]2(C)N(O)C3CCCC[C@@H]3N2O1 (some centres not stated)
    -6, -0.9, 2, 2, 1, 3, 9, 2, -0.5
Cc1ccc(-n2c(O)c(C=NCc3ccccn3)c(=O)[nH]c2=S)cc1
    2, -0.2, -2, -1, 1, 1, 5, -6, 0.1
CC(=Nc1ccccc1N)c1c(O)n(C)c(=O)n(C)c1=O
    -7, 0.3, 1, 7, -2, 5, 2, 2, -1.5
CN1C2CCC1/C(=C/c1ccccn1)C(=O)/C2=C\c1ccccn1
    2, 0.8, 3, 13, 7, 6, -25, 3, 1.0
Cc1nnc2ccc(N3CCN(C)CC3)nn12
    2, 1.2, -1, -11, -8, 3, nt, 13, 1.0
COCc1cc(OC(=O)N(C)C)nc2c1c(C)nn2C
    -2, 0.3, 0, -1, 0, 0, 4, -3, 0.7
CCn1cc(C=C2C(=O)NC(=O)NC2=O)c2ccccc21
    12, 1.1, -7, -1, 38*, 3, -1, -9, 1.1
Cn1c(O)c(C2=NNC(c3ccc(Cl)cc3)C2)c(=O)n(C)c1=O (configuration not stated)
    -2, 1.0, 4, 1, -11, 4, -6, -7, 0.4
COc1cccc(NC(=O)Cn2cc(C(=O)c3ccccc3)c3ccccc32)c1
    4, 1.3, -1, 12, nt, 6, -3, 2, 0.6
CCOC(=O)C(=CNc1ccc(C(O)(C(=O)OCC)C(F)(F)F)cc1C)C(=O)OCC (configuration not stated)
    -12, 0.7, -4, 7, 14, 7, -27, -1, 0.6
COc1ccc([N+](=O)[O-])cc1N=Cc1c(O)n(CCc2ccccc2)c(=O)n(C(C)C)c1=O
    -4, -0.1, -9, -4, 8, 4, -15, 15, -0.8
CS(=O)(=O)NCc1nnc2n1-c1ccc(Cl)cc1C(c1ccccc1)=NC2
    -3, -0.9, -2, 7, -1, 3, 10, 12, 0.1
CCC1CO/C(=C(\C(Cl)=C(Cl)Cl)[N+](=O)[O-])N1Cc1ccc(Cl)nc1 (configuration not stated)
    7, 0.0, -2, 10, 4, 4, -1, 3, -2.1
CCC1CCCCN1CC(=O)c1ccc(OC(F)F)cc1 (configuration not stated)
    -11, -1.0, 6, 4, 1, 3, -6, 1, -0.8
COc1ccc(NC(=O)c2cn(CCC#N)nc2-c2ccc([N+](=O)[O-])cc2)cc1
    -13, 1.0, -4, 3, -3, 5, -5, -3, 1.3
Cc1ccc2nc(NC(=O)c3cccn(Cc4ccc(Cl)cc4)c3=O)sc2c1
    30, 0.0, 2, 7, nt, 0, nt, 21, 0.9
CC1CN(C)C(C)(C)CC1(O)c1ccccc1 (configuration not stated)
    10, 1.2, 0, -11, 20, 0, 12, 0, 1.1
COc1ccc(-n2c(C)nc3cc(C(=O)N4CCC5(CC4)OCCO5)ccc32)cc1
    1, 1.6, -3, -14, -13, 1, -11, -3, 0.5
Cc1cccc(N2C(=O)/C(=C/c3ccc(N4CCN(C)CC4)o3)C(=O)NC2=S)c1C
    6, 20, 2, 3, 7, 68*, -2, -3, 20
CCOC(=O)C1SC2(C(F)F)CC1(O)c1c(c(OC)c3occc3c1OC)O2 (configuration not stated)
    -6, -0.7, -1, -11, -1, -4, 7, 0, -0.6
Cc1cccc(CN2CCN(CC(=O)N3CCC4(CC3)OCCO4)C2=O)c1
    -10, 0.4, 10, 26, 2, 0, 6, 2, 0.8
Cc1nc2ccccc2c(=O)n1-c1cc([N+](=O)[O-])cc([N+](=O)[O-])c1
    -29, -0.9, -5, -6, 13, 2, nt, -1, -1.1
CC(=O)NC(Cc1ccc(N(CCCl)CCCl)cc1)C(=O)NC(C(=O)O)C(C)C (configuration not stated)
    12, 0.1, -3, 2, 13, 3, -20, 10, -0.7
COP(=O)(NC(=O)C(Cl)(Cl)Cl)OC
    3, -0.9, 1, 1, 4, 4, 6, 1, -1.4
Cc1cc(/C=C2\C(=O)NC(=O)N(c3ccc(F)cc3)C2=O)c(C)n1-c1cccc(C(=O)O)c1
    -23, 2.1, -3, 4, -8, 1, 8, -5, 0.5
OCc1cnc[nH]1
    -12, 0.4, 5, -6, -11, -1, nt, -3, 1.8
COc1ccc(C2=NCC(=O)N(CC(=O)NCc3ccco3)c3sc4c(c32)CCCC4)cc1OC
    -12, 0.1, -5, -3, 16, 8, 6, -8, 0.3
O=C(CN1CCN(CCO)CC1)Nc1ccc(Cl)cc1C(=O)c1ccccc1
    -8, 0.5, 0, 11, -13, 1, 5, 0, 1.8
CCCCn1c(O)c(C(C)=Nc2c(C)n(C)n(-c3ccccc3)c2=O)c(=O)[nH]c1=O
    3, -0.7, -3, -4, 6, 1, 1, -3, -0.3

Screening results: PubChem, National Center for Advancing Translational Sciences (NCATS)

Some of the compounds tested. The share of hits here may be higher or lower than overall.
